Assay outcomes (PubChem BioAssay)
Glyco luc inh = blocks N-linked glycosylation in D54 reporter cells; reporter increase, % at 12.5 µM; D54 ERlucT glycosylation luciferase reporter, 24 h; percent of 100 nM tunicamycin response; 360,000 tested, 0.23% active;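 active = mean luciferase reporter signal, scaled so untreated is 0 and the glycosylation-blocking control 100, at or above a set limit in every replicate; inconclusive = mean reaches the limit but not every replicate does; inactive = mean below the limit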;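 also: luciferase carries N-glycosylation sites so blocking glycosylation raises the light; 0% = median of neutral control wells and 100% = median of 100 nM tunicamycin wells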
aDG glyco up = increases alpha dystroglycan glycosylation; Pro5-aDG cells, alpha-DG glycosylation AlphaScreen (IIH6); 0% Pro5, 100% B10-LARGE cell signal; activation, % at 10 µM; 360,000 tested, 0.22% active; AID 624168;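 active = activation of at least 8% versus controls, or a plate z-score of at least 8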;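 also: Pro5 are CHO cells carrying HIG-tagged alpha-DG that lacks glycosylation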
HTR2A ag = mouse HTR2A agonism via beta-arrestin recruitment | activation, % at 7.6 µM | P35363 | CHO-K1 mHTR2A beta-arrestin complementation, luminescence; percent of 30 µM serotonin response | 360,000 tested, 0.66% active;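 active = activation above a run cutoff, the mean activation of all tested compounds plus 3 SD, cut at about 14% in these data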;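 also: 0% = plate median of compound wells and 100% = 30 µM serotonin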
Target sequence (P35363 whole entry, looked up): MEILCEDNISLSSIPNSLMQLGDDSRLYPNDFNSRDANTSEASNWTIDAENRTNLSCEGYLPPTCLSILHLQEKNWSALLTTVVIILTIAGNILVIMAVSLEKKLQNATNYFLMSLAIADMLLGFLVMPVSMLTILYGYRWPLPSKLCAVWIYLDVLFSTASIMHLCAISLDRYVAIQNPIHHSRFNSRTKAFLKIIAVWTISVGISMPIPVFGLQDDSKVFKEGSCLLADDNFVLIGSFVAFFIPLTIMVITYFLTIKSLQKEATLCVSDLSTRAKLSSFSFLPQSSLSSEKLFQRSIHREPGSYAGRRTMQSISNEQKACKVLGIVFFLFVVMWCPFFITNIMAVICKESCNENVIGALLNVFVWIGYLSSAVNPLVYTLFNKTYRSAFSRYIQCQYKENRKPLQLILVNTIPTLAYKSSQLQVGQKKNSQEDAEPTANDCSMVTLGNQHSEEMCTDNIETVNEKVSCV
ABCB6 inh 2 = human ABCB6 transporter inhibition | K562-ABCB6 porphyrin accumulation, flow cytometry, 1 h; hits give low values | 360,000 tested, 0.19% active | fluorescence ratio to DMSO, % at 10 µM;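 active = fluorescence ratio to DMSO below 75%, the collection mean minus 3 SD; inconclusive = too few cells collected in the well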;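 also: signal is porphyrin accumulated inside mitochondria; 100% equals median channel fluorescence of DMSO control wells; lower ratio means ABCB6 inhibition with less porphyrin fluorescence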
CaV13 ICDI inh = Primary screen for inhibitors of IQ motif and Ca2+-dependent inactivation inhibitor domain binding in CACNA1D, Förster resonance energy transfer in living cells, … | HEK cells, CFP/YFP FRET ICDI-IQ, plate reader, 10 min; percent FRET-ratio fall versus neutral wells | inhibition, % at 12.3 µM | AID 743397 | 340,000 tested, 0.098% active;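 active = mean replicate inhibition of at least 30% and at least 1% of replicates passing that level; inconclusive = only one of the two criteria is met; inactive = neither criterion is met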;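 also: 0% = median of the neutral control wells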
Vif inh = HIV Vif inhibition; HEK293T cells, Vif self-association by quenched fluorescence, imaging, 24 h; inhibition, % at 7.49 µM; 340,000 tested, 0.35% active; AID 602346; in the data active = inhibition above about 50%, passing the limit was not always enough; inconclusive = no clear call, values can overlap the other calls; inactive = below about 31%; also: some results filed as inactive read as strong as hits
hiPSC survival = hiPSC single-cell survival enhancement; ATPlite luminescence; 100% = ROCK inhibitor wells, 0% = DMSO; survival enhancement, % at 20 µM; 360,000 tested, 0.044% active; in the data active = survival enhancement above about 18%;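 also: cells exposed to compounds for 16 hours before the ATP read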
H9c2 protect = myocardial damage modulation in H9c2 cells; protection from H2O2 cell death, % at 20 µM; 360,000 tested, 0.63% active; AID 588492; H9c2 cardiomyocytes, H2O2 injury protection, ATPLite, 2 h;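 active = compounds giving at least 50% protection of heart cells from peroxide-induced death in the single-dose screen, raw or plate-pattern-corrected value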;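 also: 0% = DMSO wells with peroxide and 100% = DMSO wells without peroxide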
Exocytosis inh = lytic granule exocytosis inhibition. TALL-104 LAMP-1 surface exposure, flow cytometry; cells stimulated with thapsigargin and PMA. inhibition, % at 10 µM. 360,000 tested, 0.66% active. AID 651702;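 active = inhibition above about 55%, limit read from the data; inconclusive = no clear call, values can overlap the other calls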
PDI turbidity = inhibitors of human protein disulfide isomerase; PDI insulin aggregation turbidity, A650, 90 min; inhibition, % at 10 µM; 350,000 tested, 0.052% active;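 active = mean inhibition across replicates of 30% or more, whatever share of single replicates reach that level; inconclusive = mean inhibition below 30% while every single replicate reaches 30%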;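 also: absorbance from insulin aggregation driven by PDI reduction with DTT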
Target sequence (P07237 whole entry, looked up): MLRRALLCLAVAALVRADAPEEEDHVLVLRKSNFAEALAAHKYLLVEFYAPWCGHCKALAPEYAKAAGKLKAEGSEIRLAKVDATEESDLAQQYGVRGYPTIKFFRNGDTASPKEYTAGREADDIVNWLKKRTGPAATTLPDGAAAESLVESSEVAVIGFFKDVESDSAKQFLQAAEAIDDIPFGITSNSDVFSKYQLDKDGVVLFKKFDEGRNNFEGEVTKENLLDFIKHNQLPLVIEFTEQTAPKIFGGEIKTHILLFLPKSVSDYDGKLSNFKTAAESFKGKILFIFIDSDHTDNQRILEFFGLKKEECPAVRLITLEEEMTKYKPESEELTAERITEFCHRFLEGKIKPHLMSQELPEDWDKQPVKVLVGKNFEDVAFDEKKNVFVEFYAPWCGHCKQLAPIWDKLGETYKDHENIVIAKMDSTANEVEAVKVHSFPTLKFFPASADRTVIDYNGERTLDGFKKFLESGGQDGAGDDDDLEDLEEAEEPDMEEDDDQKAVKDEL
Active calls of the source: *; ? = inconclusive; nt = no result given.

SMILES | Glyco luc inh | aDG glyco up | HTR2A ag | ABCB6 inh 2 | CaV13 ICDI inh | Vif inh | hiPSC survival | H9c2 protect | Exocytosis inh | PDI turbidity
CC1(C(=O)Nc2cccc(Oc3ccccc3)c2)Cc2c(-c3ccc4c(c3)OCO4)ccnc2O1 (stereo unspecified) | 17 | -0.3 | -1 | 99 | -5 | -4 | 1.0 | -8 | 3 | -1
CO/N=C(/CS(=O)Cc1ccc(Cl)cc1)c1ccc(Cl)cc1 (stereo unspecified) | -4 | 0.2 | -1 | 94 | -5 | -14 | -1.5 | -6 | 4 | 3
O=C(O)CCCN1C(=O)/C(=C\c2ccc(-c3nc4ccccc4s3)o2)SC1=S | -5 | -0.1 | -1 | 101 | -18 | 4 | 2.5 | -2 | 76* | -1
OC(COc1ccc(Cl)cc1)CSc1ccccn1 (stereo unspecified) | 1 | 0.0 | 0 | 95 | -1 | 6 | -0.2 | -4 | -3 | -4
COc1cccc(CNC(=O)CCn2ccc3cc(S(=O)(=O)N4CCC(C)CC4)ccc32)c1 | -3 | 0.1 | -6 | 100 | -2 | 3 | -0.3 | -5 | -8 | 6
CCn1c2ccccc2c2cc(NC(=O)c3cccc([N+](=O)[O-])c3C)ccc21 | 1 | 1.0 | -4 | 99 | -4 | 4 | -0.3 | 3 | -4 | 0
CCOc1cc(N2CCOCC2)c(OCC)cc1NC(=O)COc1ccccc1[N+](=O)[O-] | 1 | -0.2 | 3 | 91 | -3 | 5 | -0.1 | 20 | -1 | 3
CCOc1ccc(NC(=O)CN(C)CC(=O)Nc2cccc(Cl)c2C)cc1OCC | -1 | 0.5 | 0 | 95 | -4 | -6 | 2.4 | 10 | 3 | -18
COc1ccc(Cl)cc1C(=O)Nc1cccc2ncccc12 | 2 | 0.0 | 0 | 99 | -19 | 5 | 1.3 | 5 | -6 | -2
Cc1ccc(C(NC(=O)c2ccccc2)C(Cl)Cl)cc1 (stereo unspecified) | -1 | 0.8 | 2 | 99 | -3 | -18 | -1.4 | -5 | -5 | -2
C=CCNC(=S)/N=c1/scc(C)n1C | 1 | 0.2 | 3 | 102 | -11 | -8 | -2.6 | 2 | -5 | 10
Cc1nc2cc(-c3cccs3)[nH]n2c(=O)c1C | 5 | 0.2 | 4 | 103 | -7 | -3 | 0.6 | -9 | -2 | 0
Cc1ccc(S(=O)(=O)N2CCOCC2)cc1NC(=O)c1cc([N+](=O)[O-])ccc1N1CCOCC1 | 2 | -0.2 | 1 | 89 | -7 | -3 | -0.4 | 6 | -1 | -6
Cc1[nH]c2ccc(C(=O)NCCCN(C)C3CCCCC3)cc2c1C | -3 | -0.3 | -4 | 101 | -14 | 4 | -0.1 | 16 | 3 | -1
COc1cccc(/C=C2\SC(=S)N(CCC(=O)N3CCCCC3CCO)C2=O)c1 (stereo unspecified) | 0 | 1.1 | -3 | 89 | -2 | -8 | -0.6 | -25 | -4 | -1

Sorted by value in Exocytosis inh (highest first): some entries from above.
Structure,Glyco luc inh,aDG glyco up,HTR2A ag,ABCB6 inh 2,CaV13 ICDI inh,Vif inh,Exocytosis inh,PDI turbidity
CCOc1cc(N2CCOCC2)c(OCC)cc1NC(=O)COc1ccccc1[N+](=O)[O-],1,-0.2,3,91,-3,5,-1,3
OC(COc1ccc(Cl)cc1)CSc1ccccn1 (stereo unspecified),1,0.0,0,95,-1,6,-3,-4
Cc1ccc(C(NC(=O)c2ccccc2)C(Cl)Cl)cc1 (stereo unspecified),-1,0.8,2,99,-3,-18,-5,-2

More compounds follow:
SMILES | Glyco luc inh | aDG glyco up | HTR2A ag | ABCB6 inh 2 | CaV13 ICDI inh | Vif inh | hiPSC survival | H9c2 protect | Exocytosis inh | PDI turbidity
COc1cc(CN2CCC(Cc3ccccc3)CC2)cc(OC)c1OC | -1 | 0.2 | -11 | 91 | -3 | -6 | -0.3 | 2 | 31 | -3
O=C(COC(=O)c1cc(Cl)ccc1Cl)NCCN1C(=O)CSC1=O | 0 | 0.1 | 0 | 95 | -2 | 0 | 4.6 | 2 | -3 | -1
COc1ccc2c(c1)CC/C2=N\OC(=O)c1ccccc1C | -2 | 0.9 | 1 | 88 | -4 | 3 | -1.0 | -31 | 4 | -5
CCOc1ccc2c(c1)C(C)=CC(C)(C)N2S(=O)(=O)c1ccc(NC(C)=O)cc1 | 19 | -0.2 | 0 | 101 | -21 | -2 | -0.1 | 0 | 69* | 3
CC1(C(=O)Nc2cccc(OC(F)(F)F)c2)Cc2c(-c3cccc(C(N)=O)c3)ccnc2O1 (stereo unspecified) | 3 | -0.3 | -3 | 89 | -3 | 0 | 5.6 | 17 | -4 | -6
CCN1C(=O)[C@H]2[C@@H](c3ccc(-c4cccc(Cl)c4)cc3)N3CCCC[C@@]3(C(=O)OC)[C@H]2C1=O | -3 | 0.1 | 2 | 98 | -11 | 2 | 1.6 | -8 | 18 | -1
CC1CCN(c2ccc(N3C(=O)C4CCCCC4C3=O)cc2[N+](=O)[O-])CC1 (stereo unspecified) | -1 | -0.2 | -4 | 103 | -13 | -6 | -0.5 | -6 | 3 | -4
O=C(NC1CCCc2ccccc21)C1CCN(S(=O)(=O)c2cccc(C(F)(F)F)c2)CC1 (stereo unspecified) | -3 | -0.1 | -2 | 106 | -6 | -8 | 1.3 | 0 | -5 | 14
Cc1cnc(=O)[nH]c1SCc1cccc(C(F)(F)F)c1 | -2 | 0.0 | -4 | 92 | -6 | 7 | -0.5 | -2 | -1 | -8
COc1ccc(-c2c(C)cc3oc(=O)cc(-c4ccccc4)c3c2C)cc1 | -5 | 0.4 | -2 | 105 | -7 | -3 | 0.9 | -9 | 0 | -1
Cc1ccc(C(=O)Nc2ccc(S(=O)(=O)N3CCN(C)CC3)cc2)o1 | -1 | -0.1 | -1 | 100 | -7 | ? | -1.5 | 0 | -6 | 2
C=CCNc1scc(-c2ccccc2)[n+]1CC=C | -3 | 0.2 | 5 | 103 | -20 | -2 | -0.3 | -13 | -6 | -2
N/C(=N/OC(=O)c1ccccc1Cl)c1ncc([N+](=O)[O-])s1 | 23 | 0.6 | -1 | 123 | -19 | 2 | -0.3 | -13 | 38 | 2
COc1ccc(C(=O)NCCS(=O)(=O)N2CCc3ccccc3C2)c(OC)c1 | -1 | 0.2 | 8 | 95 | -4 | 3 | -0.1 | 3 | 1 | 2
Cc1cc(C)n2nc(C(=O)OCC(=O)NCc3ccc(F)cc3)nc2n1 | 1 | -0.1 | 1 | 100 | -7 | 7 | 1.3 | -1 | 6 | 1
COC(=O)c1ccc(N2CCC(c3cc(-c4ccc(OC)cc4)n[nH]3)CC2)c([N+](=O)[O-])c1 | -1 | 3.8 | 1 | 92 | -6 | -5 | 0.7 | -1 | 0 | -3
O=Cc1c(NCCc2ccc(F)cc2)c2ccccc2[nH]c1=O | -1 | 0.0 | -4 | 95 | -19 | 1 | 0.2 | 9 | -4 | -1
COCCn1c(SCC(=O)N(C)c2ccccc2)nc2c([nH]c3ccccc32)c1=O | 3 | 0.0 | 2 | 98 | -6 | -7 | -0.5 | -1 | 7 | 11
O=C(Nc1ncn[nH]1)c1ccc(S(=O)(=O)N2CCOCC2)cc1 | 0 | -0.1 | 3 | 97 | 3 | -2 | 0.6 | 2 | -3 | -5
Cc1ncccc1C(=O)N1CCCC(C(=O)c2ccc3c4c(cccc24)CC3)C1 (stereo unspecified) | -1 | 0.3 | 4 | 94 | -3 | -4 | -2.0 | -3 | 1 | 12
COc1ccc(/C=C/C(=O)NC(=S)NNC(=O)c2c(-c3ccccc3)noc2C)cc1 | 1 | 0.0 | -3 | 97 | -3 | -6 | -2.0 | 19 | -2 | -4
CC1CC(C)CN(C2CCCCC2NS(=O)(=O)c2ccc(Cl)cc2)C1 (stereo unspecified) | -4 | -0.2 | 7 | 94 | -17 | nt | -0.3 | 5 | 34 | -3
COc1cc(OC)cc(C(=O)Nc2ccc(S(=O)(=O)Nc3cc(C)on3)cc2)c1 | 4 | -0.2 | -4 | 96 | -4 | 0 | 5.3 | -2 | 0 | -8
O=C(Nc1nnc(S(=O)(=O)N2CCN(c3ccc(F)cc3)CC2)s1)c1ccccc1 | 1 | 0.0 | 0 | 112 | -2 | 5 | -0.4 | -7 | 4 | -6
O=C1C(=NO)CC(c2ccccc2)N1c1ccccc1 (stereo unspecified) | -2 | 0.2 | 5 | 98 | -17 | 8 | 3.2 | 2 | -1 | -4
COc1ccc(-n2c(C)c(C(C)=O)c(C(C)=O)c2C)cc1 | -3 | -0.1 | 2 | 101 | -9 | -3 | -2.6 | 2 | -1 | 11
CCn1c(=O)c2c(O)cc(=O)oc2c2ccccc21 | -1 | 0.0 | 1 | 94 | -6 | 6 | -1.4 | -1 | -1 | 2
Cc1cc(=O)[nH]c(N/N=C/c2ccccc2Cl)n1 | 6 | 0.0 | 1 | 103 | -5 | -8 | 0.2 | 0 | -1 | 7
C[C@@H]1COC(=O)[C@H](Cc2ccc(F)cc2)CC/C=C\C[C@@H](CC(=O)NCCO)C(=O)N1 | 2 | 1.5 | -4 | 101 | -11 | -1 | -0.9 | 6 | 5 | -6
S=c1[nH]cnc2scc(-c3ccc(Br)cc3)c12 | -6 | 2.1 | 0 | 91 | -19 | -33 | -1.0 | 38 | -1 | -2
CCCCNC(=S)NNC(=O)c1cc(-c2ccncc2)nc2ccccc12 | 0 | 0.7 | -19 | 100 | -3 | nt | -0.5 | -5 | 9 | -6
COc1ccc(CCN(C)C(=O)c2cc(-c3ccccc3)nc3ccccc23)cc1OC | 0 | -0.2 | 1 | 97 | -6 | -14 | -0.5 | 3 | -1 | 1
O=C(NCc1ccc(F)cc1)c1cc(C2CCCN(C(=O)c3ccc4ccccc4c3)C2)on1 (stereo unspecified) | -4 | 0.7 | 2 | 97 | -6 | -5 | 1.0 | -4 | -4 | 2
COc1cccc(NC(=O)CCC(=O)Nc2cc(OC)c(NC(=O)c3cccs3)cc2OC)c1 | 0 | -0.1 | 6 | 97 | -4 | 0 | -0.4 | 12 | 2 | 18
COc1ccc(/C=C/c2nnc(NC(=O)COc3cccc(C)c3)s2)cc1 | 0 | 0.2 | 2 | 99 | -3 | -4 | 0.2 | -8 | 3 | -7
CCOC(=O)Nc1ccc2c(c1)N(C(=O)CN1CCN(CCO)CC1)c1ccccc1CC2 | 2 | 0.0 | 3 | 98 | 1 | 2 | 0.6 | 4 | 6 | 1
CCCC(NC(=O)c1ccco1)c1nc2ccccc2[nH]1 (stereo unspecified) | 0 | -0.2 | -4 | 82 | -4 | 7 | -1.4 | 0 | 0 | -6
O=C(NC1CCCc2ccccc21)C1CCN(c2c3c(nc4ncnn24)CCC3)CC1 (stereo unspecified) | 1 | 0.5 | -3 | 106 | -7 | -12 | -2.6 | -4 | -2 | -12
NC(=O)c1c(NC(=O)c2ccccc2Cl)sc2c1CCC2 | 2 | 0.0 | 0 | 96 | 0 | -2 | 1.3 | -5 | -13 | -6
